Screens (PubChem BioAssay)
HGIII-sPLA2 inh – human group III sPLA2 inhibitors, primary screen, biochemical, QFRET, BODIPY PC-A2 liposome substrate | Group 3 secretory phospholipase A2 (Homo sapiens), Q9NZ20 | inhibition, % at 12.2 µM | QFRET BODIPY PC-A2 liposome hydrolysis, fluorescence | AID 743126, 2013 | hit rate 0.56% among 370,000;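 active = inhibition above mean plus 3 SD of compounds lying within the high and low control bounds, cut at about 19% in these data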;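 note: 0% = median of test compound wells and 100% = no enzyme DMSO wells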
KLK7 zymogen act – proKLK7 zymogen activators, primary screen, biochemical, fluorescence intensity; purified proKLK7, EDANS-DABCYL substrate fluorescence; 100% is mature enzyme control, 0% vehicle; hit rate 0.9% among 370,000; Kallikrein-7 (Homo sapiens), P49862; activation, % at 7 µM;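 active = activation above the mean of all tested compounds plus 3 SD, computed per campaign excluding outliers beyond control limits, cut at about 13% in these data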
PLC-gamma1 inh – PLC-gamma1 enzyme inhibitors, primary screen, biochemical, fluorescence, purified enzyme; fluorogenic substrate; inhibition, % at 12.2 µM; hit rate 0.84% among 370,000; AID 720700, 2013; 1-phosphatidylinositol 4,5-bisphosphate phosphodiesterase gamma-1 (Homo sapiens), P19174; in the data active = inhibition above about 9.5%
DDE Tn6 FP inh – inhibitors of Tn6 peptide binding to fibrin DD(E), primary screen, biochemical, fluorescence polarization, human fibrin, Tn6 probe | hit rate 0.21% among 370,000 | Fibrin DD(E) TRITC-Tn6 fluorescence polarization displacement | AID 720509, 2013 | inhibition, % at 8.3 µM;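 active = inhibition above a per-campaign cutoff: mean of compounds within control limits plus 3 SD, cut at about 15% in these data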;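 note: 0% = median of all compound wells on the plate and 100% = blocking peptide control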
Target sequence (P02675 whole entry, looked up): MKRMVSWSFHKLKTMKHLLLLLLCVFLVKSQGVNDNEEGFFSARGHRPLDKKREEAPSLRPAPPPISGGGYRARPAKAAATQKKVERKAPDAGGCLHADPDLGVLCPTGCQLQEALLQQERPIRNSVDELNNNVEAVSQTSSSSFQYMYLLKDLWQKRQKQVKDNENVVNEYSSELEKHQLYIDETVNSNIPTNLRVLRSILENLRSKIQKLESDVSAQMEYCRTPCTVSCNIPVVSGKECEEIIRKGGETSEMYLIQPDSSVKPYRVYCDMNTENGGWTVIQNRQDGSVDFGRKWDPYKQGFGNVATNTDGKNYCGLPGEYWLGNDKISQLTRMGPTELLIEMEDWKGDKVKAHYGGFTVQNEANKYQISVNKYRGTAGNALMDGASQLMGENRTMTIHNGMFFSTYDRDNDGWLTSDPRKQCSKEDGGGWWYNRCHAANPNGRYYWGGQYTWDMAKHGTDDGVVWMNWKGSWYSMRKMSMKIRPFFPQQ
PLC-beta3 inh – human PLC-beta3 inhibitors, primary screen, biochemical, fluorescence; inhibition, % at 12.2 µM; AID 720704, 2013; Purified PLC-beta3, fluorogenic substrate; hit rate 0.18% among 370,000; 1-phosphatidylinositol 4,5-bisphosphate phosphodiesterase beta-3 (Homo sapiens), Q01970; in the data active = inhibition above about 11%;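 note: 0% = median of compound wells on plate and 100% = full blocker control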
ASAP1 GAP inh – inhibitors of human ASAP1 ArfGAP activity, primary screen, biochemical, fluorescence polarization; ASAP1-stimulated ARF1 GTP hydrolysis, GDP FP detection; hit rate 0.19% among 360,000; inhibition, % at 16.5 µM; in the data active = inhibition above about 25%;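 note: 0% = vehicle with enzyme and substrate and 100% = no enzyme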
Target sequence (Q9ULH1 325-724 limits assumed): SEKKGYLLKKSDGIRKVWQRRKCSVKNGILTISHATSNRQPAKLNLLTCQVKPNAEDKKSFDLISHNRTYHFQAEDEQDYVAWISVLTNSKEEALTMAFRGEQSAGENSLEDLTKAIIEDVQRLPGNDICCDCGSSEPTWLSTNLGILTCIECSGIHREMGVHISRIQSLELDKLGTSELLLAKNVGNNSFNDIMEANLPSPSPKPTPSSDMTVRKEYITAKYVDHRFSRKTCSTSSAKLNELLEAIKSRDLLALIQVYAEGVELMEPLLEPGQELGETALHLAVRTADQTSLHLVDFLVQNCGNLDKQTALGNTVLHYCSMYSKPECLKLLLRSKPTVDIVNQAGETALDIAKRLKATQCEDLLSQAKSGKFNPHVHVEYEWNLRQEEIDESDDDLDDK
DDE Tn7 FP inh – inhibitors of Tn7 peptide binding to fibrin DD(E), primary screen, biochemical, fluorescence polarization, human fibrin, Tn7 probe. inhibition, % at 8.3 µM. Fibrinogen beta chain (Homo sapiens), P02675. AID 720508, 2013. FP displacement of FITC-Tn7 peptide from fibrin DD(E); 0% = median of compound wells per plate. hit rate 0.13% among 370,000;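 active = inhibition above the mean of compounds falling within the control limits plus 3 SD of them, cut at about 14% in these data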;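 note: 0% = plate median of compound wells and 100% = 10 µM Aha-Tn7 peptide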
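Assay system: human fibrin DD(E) protein / Input: 2 µM fibrin DD(E) / Benchmarks: high control of 10 µM Aha-Tn7 peptide / Measured by: fluorescence polarization of the labelled Tn7 tracer / Medium: Tris buffer with calcium and detergent, pH 7.8 / Timing: 10 min compound pre-incubation, 3 h probe incubation at room temperature / Repeats: one replicate per compound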
ARFGAP1 inhibitor – inhibitors of rat ARFGAP1 GAP activity, primary screen, biochemical, fluorescence polarization, GDP tracer; Arfgap1-stimulated ARF1 GTP hydrolysis, GDP FP detection; inhibition, % at 16.5 µM; hit rate 0.26% among 360,000;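 active = inhibition above a per-plate limit, mean inhibition of low control wells plus 3 SD, cut at about 25% in these data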;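 note: 0% = DMSO wells with enzyme and 100% = wells lacking Arfgap1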
Target sequence (Q62848 1-136 limits assumed): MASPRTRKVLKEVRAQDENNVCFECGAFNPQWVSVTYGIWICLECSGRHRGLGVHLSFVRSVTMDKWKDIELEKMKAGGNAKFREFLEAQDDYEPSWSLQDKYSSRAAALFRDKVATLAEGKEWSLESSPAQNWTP
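Repeats: one replicate per compound; assay system: rat Arfgap1 catalytic domain, aa 1-136; times: enzyme reaction 120 min at 25 °C after 20 min preincubation; detection: FP of antibody-bound GDP Alexa 633 tracer, ex 620/em 688 nm; benchmarks: high control wells lacking Arfgap1, low control full reaction with DMSO; reagent: human ARF1(Δ1-17)-GTP substrate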
Rev-erbA mod – modulators of Rev-erb alpha DNA binding, primary screen, biochemical, FITC-DNA, fluorescence polarization, uHTS | hit rate 0.79% among 370,000 | Nuclear receptor subfamily 1 group D member 1 (Homo sapiens), P20393 | Rev-erbα–FITC-DNA binding, 90 min | activity, % at 10 µM;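 active = activity above about 14%, limit read from the data; passing the limit was not always enough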;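 note: 0% = DMSO wells with 35 nM protein and 100% = DMSO wells with 750 nM protein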
UHRF1 binding – UHRF1 methylated DNA binding inhibitors, primary screen, counter-screen for MBD2 inhibitor project, biochemical, TR-FRET, human UHRF1, single concentration; hit rate 0.75% among 370,000; UHRF1 binding to methylated oligo; E3 ubiquitin-protein ligase UHRF1 (Homo sapiens), Q96T88; inhibition, % at 4.4 µM; in the data active = inhibition above about 21%;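 note: UHRF1 SRA domain binding a hemimethylated CpG hairpin DNA probe; 0% = median of test compound wells and 100% = reference inhibitor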
* = called active by the depositor.

SMILES	HGIII-sPLA2 inh	KLK7 zymogen act	PLC-gamma1 inh	DDE Tn6 FP inh	PLC-beta3 inh	ASAP1 GAP inh	DDE Tn7 FP inh	ARFGAP1 inhibitor	Rev-erbA mod	UHRF1 binding
COC(=O)c1cc(OC)nc(OC)c1	10	0.1	-4	-5	-11	-2	1	8	-2	1
O=C(/C=C/c1ccc([N+](=O)[O-])cc1)c1ccccc(=O)c1O	2	-0.1	4	0	3	-17	5	-20	4	-3
CCN(CC)CCNC(=O)C1CCN(S(=O)(=O)c2c(C)noc2/C=C/c2ccccc2F)CC1	-15	-0.1	3	2	-6	-3	-4	0	2	-1
OCCCNc1ncnc2c1ncn2[C@H]1CN(Cc2ccc(-c3ccccc3)cc2)C[C@@H](CO)O1	-11	1.0	-1	2	-3	-16	-6	-5	3	0
CCN(CC(=O)NCc1ccc(F)cc1)C(=O)COc1ccc2ccccc2c1	-3	-0.3	0	5	0	16	1	8	-6	-2
CCOC(=O)C(C)n1nc(C)c2sc3ccccc3c2c1=O (stereo unspecified)	-4	-0.3	-5	4	-8	1	4	8	-4	-2
O=C(CN1C(=O)c2ccccc2C1=O)NCC(=O)Nc1ccccc1	-2	-0.5	1	2	-1	13	5	-1	3	-1
COc1cccc(CC(=O)OCC(=O)NC(=O)c2ccc(OC(F)F)cc2)c1	2	-0.2	0	-11	-3	6	3	0	1	1
O=C(Cc1ccc(F)cc1)Nc1nnc(SCC(=O)NC2CCCC2)s1	6	1.2	5	-7	-2	-7	3	-3	-5	1
Nc1nc2ccc(Br)cc2s1	8	0.1	2	6	1	-4	1	4	-3	0
O=C(CSc1nnc2n(C3CCCCC3)c(=O)c3ccccc3n12)OC1CCCCC1	4	-0.1	1	-3	0	-4	-6	8	2	-1
O=C(O)c1ccccc1Nc1cccc(OCc2ccc3ccccc3n2)c1	-39	-0.2	-226	2	-46	-7	6	-3	-2	3
COc1ccc(NC(=O)CSc2nc3[nH]c(=O)cc(O)c3s2)cc1OC	-3	0.7	-5	-3	-6	-3	-4	1	5	0
Cc1ccc(C(=O)COc2ccccc2-c2ccccc2)cc1	-12	0.1	-3	-6	-1	-7	2	6	5	-5
Cc1ccn2c(CNCC3COCCO3)c(C(=O)N3CCCCCC3)nc2c1 (stereo unspecified)	1	0.1	-4	4	-8	2	-7	-1	1	-1
O=c1oc2ccccc2n1CSc1nc2ccccc2s1	-10	-0.1	0	4	1	-10	4	8	18*	0
C[C@H]1CN([C@@H](C)CO)C(=O)CCCn2cc(nn2)CO[C@@H]1CN(C)S(=O)(=O)c1ccc(Cl)cc1	9	0.3	2	8	1	1	0	2	3	-1
C=CCNC(=O)C1CC1(c1ccc(C)cc1)c1ccc(C)cc1 (stereo unspecified)	4	-0.5	1	2	-6	-5	-6	1	3	2
COc1cccc(NC(=O)CN(C)C(=O)c2ccc(NC(=O)CC3SC(N4CCCCC4)=NC3=O)cc2)c1 (stereo unspecified)	-4	0.0	-1	-4	-8	-9	-1	-2	0	-3
CCOC(=O)c1c(S(=O)(=O)N2CCN(C3CCCCC3)CC2)c(C)n(C)c1C	-1	-0.1	-4	-2	-11	-15	7	-1	-6	1

In another format: results already given
SMILES | HGIII-sPLA2 inh | KLK7 zymogen act | PLC-gamma1 inh | DDE Tn6 FP inh | PLC-beta3 inh | ASAP1 GAP inh | DDE Tn7 FP inh | ARFGAP1 inhibitor | Rev-erbA mod | UHRF1 binding
O=C(/C=C/c1ccc([N+](=O)[O-])cc1)c1ccccc(=O)c1O | 2 | -0.1 | 4 | 0 | 3 | -17 | 5 | -20 | 4 | -3
CCN(CC)CCNC(=O)C1CCN(S(=O)(=O)c2c(C)noc2/C=C/c2ccccc2F)CC1 | -15 | -0.1 | 3 | 2 | -6 | -3 | -4 | 0 | 2 | -1

(further entries)
SMILES	HGIII-sPLA2 inh	KLK7 zymogen act	PLC-gamma1 inh	DDE Tn6 FP inh	PLC-beta3 inh	ASAP1 GAP inh	DDE Tn7 FP inh	ARFGAP1 inhibitor	Rev-erbA mod	UHRF1 binding
COc1ccccc1N1CCN(C(=O)c2cc3cc(Br)ccc3oc2=O)CC1	-3	0.0	6	2	0	-9	-3	2	-8	-2
CCOCCCNC(=O)c1cc2c(-c3ccc(Cl)cc3)nn(C)c2s1	5	-1.4	-41	-7	-50	12	7	5	3	1
COC(=O)[C@H](CCSC)NC(=O)Nc1ccc(C(C)=O)cc1	4	-0.7	-1	4	-1	-2	1	-9	2	4
COCCSc1ccccc1C(=O)N1CCN(Cc2ccccc2)CC1	0	0.1	3	1	-5	-2	-2	0	0	0
CCCC(=O)Nc1nnc(CC(=O)N2CCCC2)s1	2	-0.5	7	-2	5	-3	1	4	1	1
Cc1ccc(O)c(C(=O)c2cnc3c(c2)COc2ccc(C)cc2-3)c1	-3	1.1	-5	1	-8	-6	-1	8	4	0
Cc1ccc(C(O)P(=O)(OCc2ccccc2)c2ccc(N(C)C)cc2)cc1 (stereo unspecified)	0	0.5	7	1	-4	2	3	-12	9	11
Cn1nnnc1SCC(=O)c1c(N)n(C2CC2)c(=O)[nH]c1=O	0	-0.1	0	-3	-1	-8	1	2	-3	-4
Cc1cccc(Cn2c(N3CCCCC3C)nc3c2c(=O)[nH]c(=O)n3C)c1 (stereo unspecified)	5	0.1	-1	-2	-5	-4	5	1	-1	1
CCSc1nc(-c2ccccc2)c(C#N)c(=O)[nH]1	-12	0.3	-7	2	-6	2	0	-3	-2	-1
Cc1cc(=O)oc2cc(OCC(=O)Nc3nnc(C(C)C)s3)ccc12	0	-6.2	-51	-3	-60	9	-3	2	16	1
CCCc1cc(C(=O)Nc2sc(C)c(C)c2C(=O)OCC)no1	1	-0.2	1	-4	8	-6	-7	5	3	3
O=S(=O)(c1ccc(Br)s1)N1CCN(c2ccccc2)CC1	2	0.1	-7	-3	2	-3	2	-10	1	-2
CN(C)S(=O)(=O)N1CCCN(S(=O)(=O)N(C)C)CC1	2	-0.4	0	5	-1	-2	4	1	-2	1
CN(NC(=O)COc1ccccc1)C1=NS(=O)(=O)c2ccccc21	4	-0.1	2	-2	-6	-13	-2	-9	-5	-1
COc1cc(O)c2c(=O)c(-c3ccc(O[C@@H]4O[C@H](CO)[C@@H](O)[C@H](O)[C@H]4O)cc3)coc2c1	9	-0.3	3	2	-1	10	2	0	3	-2
CCC1(C)Cc2ccccc2-c2nc3n(c(=O)c21)CC(C(=O)O)S3 (stereo unspecified)	-4	1.5	-37	-2	-38	-3	5	-5	7	1
S=c1[nH]cnc2scc(-c3ccc(Cl)cc3)c12	0	-0.8	-1	-1	-5	1	9	-6	4	-2
CCN1CCCC1CNC(=O)c1cc2cc(F)ccc2[nH]1 (stereo unspecified)	-3	1.4	-4	12	-15	-1	13	-2	-3	-2
CN1CCN(C(=O)CSc2nc(-c3cccs3)ccc2C#N)CC1	-6	0.6	-148	1	-182	0	1	-1	3	-3
CN(CC1CCOCC1)C(=O)CC1C(=O)NCCN1Cc1cccc(Oc2ccccc2)c1 (stereo unspecified)	-2	-0.2	-8	3	-5	1	3	-10	-4	-3
O=C(NCCN1C(=O)S/C(=C\c2ccc(Cl)cc2)C1=O)C1=COCCO1	5	0.4	1	-4	-7	-10	6	-4	2	0
C/C(=N\N=C(/N)SC1CC(=O)N(c2cccc(Cl)c2)C1=O)c1cccs1 (stereo unspecified)	-58	-0.7	6	-10	-23	14	-3	15	6	-1
Cn1c(N)c(C(=O)COC(=O)c2ccccn2)c(=O)n(C)c1=O	3	-0.3	0	-3	-1	9	-4	8	0	2
CCOC(=O)C1=C(C)N=c2s/c(=C\c3ccc(C(=O)O)cc3)c(=O)n2C1c1ccc(F)cc1 (stereo unspecified)	3	0.8	-1	-1	-6	10	4	9	-3	2
Cc1ccc2c(c1)cc(CN(Cc1cccnc1)C(=O)c1ccccc1)c1nnnn12	-3	-0.5	-1	5	2	3	-8	-16	-9	0
CN1CCN(c2ncc(CN3C(=O)c4ccccc4C3=O)s2)CC1	-2	-0.4	0	-1	-3	6	-10	5	7	3

Molecules above that contain two or more sulfur atoms, in the order listed:
SMILES	HGIII-sPLA2 inh	KLK7 zymogen act	PLC-gamma1 inh	DDE Tn6 FP inh	PLC-beta3 inh	ASAP1 GAP inh	DDE Tn7 FP inh	ARFGAP1 inhibitor	Rev-erbA mod	UHRF1 binding
O=C(Cc1ccc(F)cc1)Nc1nnc(SCC(=O)NC2CCCC2)s1	6	1.2	5	-7	-2	-7	3	-3	-5	1
COc1ccc(NC(=O)CSc2nc3[nH]c(=O)cc(O)c3s2)cc1OC	-3	0.7	-5	-3	-6	-3	-4	1	5	0
O=c1oc2ccccc2n1CSc1nc2ccccc2s1	-10	-0.1	0	4	1	-10	4	8	18*	0
O=S(=O)(c1ccc(Br)s1)N1CCN(c2ccccc2)CC1	2	0.1	-7	-3	2	-3	2	-10	1	-2
CN(C)S(=O)(=O)N1CCCN(S(=O)(=O)N(C)C)CC1	2	-0.4	0	5	-1	-2	4	1	-2	1
S=c1[nH]cnc2scc(-c3ccc(Cl)cc3)c12	0	-0.8	-1	-1	-5	1	9	-6	4	-2
CN1CCN(C(=O)CSc2nc(-c3cccs3)ccc2C#N)CC1	-6	0.6	-148	1	-182	0	1	-1	3	-3
C/C(=N\N=C(/N)SC1CC(=O)N(c2cccc(Cl)c2)C1=O)c1cccs1 (stereo unspecified)	-58	-0.7	6	-10	-23	14	-3	15	6	-1

Rows were taken by chance. About 4.5% of those tested had a hit in this group.
